High-throughput results (PubChem)
PKM2 act – qHTS Assay for Activators of Human Muscle isoform 2 Pyruvate Kinase. actives 0.34% (n = 260,000). Pyruvate kinase PKM (Homo sapiens), P14618. purified PKM2, Kinase-Glo ATP luminescence, activation; response scale: 0% is enzyme alone, no compound. Potency, µM (titrated, usually from 57.5 µM), for inactives: at the top dose activation, actives largely listed as activators; also: potency is read from the fitted curve at half-maximal effect; % is scaled to controls: 0 for no effect and ±100 for the full control effect; nearly all actives have a fitted effect of over 55% in size
Target sequence (P14618 whole entry, looked up, canonical isoform): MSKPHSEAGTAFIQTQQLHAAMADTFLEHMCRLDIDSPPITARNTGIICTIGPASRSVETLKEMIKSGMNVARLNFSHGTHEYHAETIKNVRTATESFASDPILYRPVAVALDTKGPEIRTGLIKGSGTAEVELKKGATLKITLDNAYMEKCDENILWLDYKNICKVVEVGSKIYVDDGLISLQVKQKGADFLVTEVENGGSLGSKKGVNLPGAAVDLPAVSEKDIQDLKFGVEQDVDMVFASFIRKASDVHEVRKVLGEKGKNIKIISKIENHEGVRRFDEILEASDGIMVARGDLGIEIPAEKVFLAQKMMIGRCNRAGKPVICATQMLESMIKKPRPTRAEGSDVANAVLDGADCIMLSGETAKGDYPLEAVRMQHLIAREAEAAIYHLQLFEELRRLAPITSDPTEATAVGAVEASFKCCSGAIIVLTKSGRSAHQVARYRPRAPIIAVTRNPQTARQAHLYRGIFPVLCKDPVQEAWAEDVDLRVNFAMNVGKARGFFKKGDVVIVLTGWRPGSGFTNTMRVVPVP
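ATP formation by purified human PK-M2, quantified via coupled luciferase luminescence after 1 h at room temperature with 0.1 mM ADP and 0.5 mM PEP final.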
BCR signal inh – qHTS Assay to Find Inhibitors of Chronic Active B-Cell Receptor Signaling. ABC-DLBCL IkBa-CBG/CBR reporter, luminescence ratio, 4 h. Potency, µM (doses to about 46.1 µM), for the others: at the top dose ratio change, negative = lower green/red ratio, hits mostly inhibitors. actives 0.05% (n = 340,000). AID 493014, 2011; active = well fitted inhibition curve with a large enough effect in the signal ratio, with a control signal flat, not every such curve was filed as active; inconclusive = small, poorly fitted or top-dose-only effect, or effect the other way, or a change in a side signal; the % refers to the signal ratio;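 also: potency is read from the fitted curve at half-maximal effect; plate controls were basal doxycycline-induced cells for no effect and cells given 10 µM MG132 for full effect; MG132 reads +100%, hits lower the ratio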
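Concentration-response series (up to 46 uM) were applied to TMD8 dual-reporter cells for 4 h at 37C with doxycycline. Green/red ratio, after filter-overlap correction, defined %Activity; red signal alone was normalised to basal cells and zero luminescence.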
Integrin act MD – qHTS for Activators of Integrin-Mediated Alleviation for Muscular Dystrophy; actives 0.064% (n = 350,000); alpha7betagal myoblasts, beta-gal FDG fluorescence, 48 h; AID 624291, 2012; Potency, µM (highest dose often 38.3 µM), for the others: at the top dose activation, usual class: activators;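 also: potency is read from the fitted curve at half-maximal effect; 100% = response of the positive control SU9516; nearly all actives have a fitted effect of over 60% in size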
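alpha7betagal+/- myoblasts (passage 13, 250/well) treated 48 h at 37C with compounds at 1:260 dilution of DMSO stock. Lysed, then beta-galactosidase activity read as FDG fluorescence (ex 480/em 540) after 30 min, with pre-read for autofluorescence.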
GALK inhibitor – qHTS Assay for Inhibitors of Human Galactokinase (GALK). Potency, µM (titrated, usually from 57.5 µM), for the others: top-dose activity change, negative = inhibition, hits mostly inhibitors. Purified GALK, Kinase-Glo residual ATP luminescence. AID 1868, 2009. P51570. actives 0.007% (n = 270,000); also: potency is read from the fitted curve at half-maximal effect; % is scaled to controls: 0 for no effect and ±100 for the full control effect
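5 nM enzyme, 35 uM ATP, 100 uM galactose, 20 mM HEPES pH8.0, 5 mM MgCl2; 1 h RT; residual ATP by Kinase-Glo Plus luminescence, qHTS format.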
TSG101-PTAP inh – qHTS Assay for Iinhibitors of HIV-1 Budding by Blocking the Interaction of PTAP/TSG101; Fluorescence polarization, FITC-PTAP peptide / Tsg101 binding; Potency, µM (doses to about 115 µM), for the others: at the top dose activity change, negative = inhibition, most hits filed as inhibitors; 340,000 tested, under 10 active; AID 493005, 2010; active = well fitted inhibition curve with a large enough effect in the main read-out, with a control signal flat, not every such curve was filed as active; inconclusive = small, poorly fitted or top-dose-only effect, or effect the other way, or a change in a side signal; inactive = no such curve, though single readings can be large or run the other way; also: potency is read from the fitted curve at half-maximal effect; % of control where 0% means no effect
Target sequence (Q99816 whole entry, looked up): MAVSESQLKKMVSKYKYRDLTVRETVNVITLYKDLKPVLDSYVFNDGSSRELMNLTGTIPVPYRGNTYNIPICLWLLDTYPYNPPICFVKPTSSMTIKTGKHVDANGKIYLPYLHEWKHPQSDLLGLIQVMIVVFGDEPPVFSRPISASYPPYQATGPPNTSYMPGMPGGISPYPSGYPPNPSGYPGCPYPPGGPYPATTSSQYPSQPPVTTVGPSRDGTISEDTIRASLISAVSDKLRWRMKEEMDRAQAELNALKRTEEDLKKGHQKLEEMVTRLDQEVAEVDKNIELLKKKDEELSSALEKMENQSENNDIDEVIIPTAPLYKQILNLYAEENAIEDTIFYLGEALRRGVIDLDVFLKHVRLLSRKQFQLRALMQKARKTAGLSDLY
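FP read-out: FITC-PTAP peptide, 50 nM final, binding Tsg101 binding domain, 10 uM final; 20 min, r.t.; 10 mM HEPES pH 7.5, 0.15 M NaCl, 0.01% Tween 20, 3 mM EDTA, 0.1 mM TCEP.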
Tb PFK block – qHTS Assay to Find Inhibitors of T. brucei phosphofructokinase; actives 0.17% (n = 330,000); T. brucei PFK, ADP-Glo luminescence; Potency, µM (doses to about 57.5 µM), for inactives: at the top dose activity, negative = inhibition, usual class: inhibitors; ATP-dependent 6-phosphofructokinase (Trypanosoma brucei brucei), O15648;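 also: potency is read from the fitted curve at half-maximal effect; 0% = uninhibited 1x PFK enzyme wells and -100% = no-enzyme wells; nearly all actives have a fitted effect of over 60% in size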
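ADP-Glo luminescence quantified ADP after 45 min at room temperature, with 1.25 nM T. brucei PFK, 0.1 mM ATP and 0.5 mM fructose-6-phosphate in pH 8.0 TEA buffer. qHTS titrations up to 57 µM; curves classified by quality.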
B2AR arrestin – qHTS assay of beta-arrestin-biased ligands of beta2-adrenergic receptor; Beta-2 adrenergic receptor (Homo sapiens), P07550; beta-arrestin recruitment to beta2AR, cell-based reporter; Potency, µM (top dose mostly 46.1 µM), for the others: top-dose activation, usual class: activators; actives 0.02% (n = 330,000);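 also: potency is read from the fitted curve at half-maximal effect; 0% = DMSO controls and full agonism = EC100 isoproterenol or metaproterenol; nearly all actives have a fitted effect of over 65% in size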
S-ASM inh – Inhibitors of Secretory Acid Sphingomyelinase (S-ASM): qHTS | Sphingomyelin phosphodiesterase (Homo sapiens), P17405 | placental ASM, HMU-PC fluorogenic substrate, 60 min | Potency, µM (titrated, usually from 57.5 µM), inactives show at the top dose activity change, negative = inhibition, usual class: inhibitors | actives 0.006% (n = 340,000) | AID 504937, 2011; also: potency is read from the fitted curve at half-maximal effect
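qHTS format. ASM enzyme prepared from human placenta hydrolyses the fluorogenic substrate HMU-PC0 (9 uM final) over 60 min at 37 °C after a 10 min compound preincubation.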
FBPA coupling cs – qHTS Assay for Inhibitors of Fructose-1,6-bisphosphate Aldolase from Giardia Lamblia: Coupling assay counterscreen | coupling enzyme system counterscreen, AmpLite Red fluorescence | activity change, negative = inhibition, % at 58.2 µM, hits read low | actives 0.67% (n = 290,000); in the data active = activity change below about -30%; also: % is scaled to controls: 0 for no effect and ±100 for the full control effect
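Final compound at 57.5 uM, incubated 10 min at RT with coupling enzyme reagent (glyceraldehyde-3-phosphate), then 20 min with substrate and AmpLite Red detection. Fluorescence read at 525/598 nm; tests interference with the coupling assay, not aldolase inhibition.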
Giardia killer – Small Molecules that selectively kill Giardia lamblia: qHTS | actives 0.15% (n = 340,000) | activity change, % at 7.66 µM, hits read low | Giardia lamblia trophozoite viability; in the data active = activity change below about -80%; inconclusive = between about -30% and that limit;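 also: parasites exposed to compound for two days anaerobically before the ATP read; % is scaled to controls: 0 for no effect and ±100 for the full control effect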
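Compounds were tested on trophozoites seeded at 100 cells/well and held 48 hrs at 37 deg C anaerobically. An ATP-based luminescent kit measured the remaining live cells.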
Menin-MLL TR inh – qHTS Assay for Inhibitors Targeting the Menin-MLL Interaction in MLL Related Leukemias: Competition With Texas Red Labeled MLL-derived Mutant Peptide; O00255; actives 0.23% (n = 270,000); Potency, µM (top dose mostly 61.6 µM), without a hit: at the top dose FP activity change, negative = inhibition, hits mostly inhibitors; Menin + Texas Red MLL mutant peptide, fluorescence polarization; active = well fitted inhibition curve with a large enough effect in the polarisation, with a control signal flat, not every such curve was filed as active; inconclusive = small, poorly fitted or top-dose-only effect, or effect the other way, or a change in a side signal; inactive = no such curve, though single readings can be large or run the other way; the % refers to the polarisation; also: potency is read from the fitted curve at half-maximal effect; % of control where 0% means no effect; many of its hits are not listed in these tables
Starred values were filed as active, the others as inactive; ? = inconclusive; / = no result given; & = joins results of further samples; [ ] = dose if it differs, or a comment. Unless noted, calls follow the shape of the dose curve; as a rule, active = well fitted curve in the direction sought with a large enough effect; inconclusive = small, poorly fitted or top-dose-only effect, or another doubt; inactive = no such curve, though single readings can be large; an effect the other way counts as inactive or inconclusive. A portion of the library; count on the stated rates, not on these rows.

SMILES,B2AR arrestin,Giardia killer,PKM2 act,GALK inhibitor,S-ASM inh,Integrin act MD,Menin-MLL TR inh,Tb PFK block,FBPA coupling cs,TSG101-PTAP inh,BCR signal inh
CCNc1oc(COc2ccccc2F)nc1C#N,-0.6%,4,13%,1%,-1%,-20%,1%,2%,1,-7%,-1%
CSCC[C@H](NC(=O)[C@@H]1Cc2ccccc2CN1)C(=O)NC1CCCC1,0.1%,-8,/,6%,1%,-16%,/,0%,/,0%,-6%
Cc1nn(C)c(Cl)c1S(=O)(=O)N[C@@H](c1ccccc1)[C@]1(C)C[C@H]1[C@@H](C)C(=O)Nc1ccc2ccccc2c1,3.6%,-14,2%&-2%,/,-10%,6%,2%&1%,-10%,-3&1,0%,0%
C/C(=N\NC(=O)c1ccc(Cl)cc1)c1ccc2[nH]ccc2c1,-0.9%,-2,/,0%,-4%,-8%,6%,-8%,2,0%,?
COCCn1nnnc1C(C(C)C)N1CCCC(C)C1 (centres undefined),-0.7%,-2,-3%,1%,-2%,-7%,1%,-4%,-2,0%,?
CCCCn1c(C23CC4CC(CC(C4)C2)C3)n[nH]c1=S,0.0%,3,3%[11.5 µM],7%,2%,-15%,-27%,-11%,7,-2%,4%
Brc1ccccc1-c1nnc(COc2ncnc3ccccc23)o1,0.2%,-27,0%,0%,0%,-18%,/,0%,0,-1%,0%
CCCOc1ccc(-c2c(C(=O)N/N=C/c3ccccc3)nnn2-c2nonc2N)cc1,-0.4%,-7,-1%,2%,-3%,-17%,/,0%,0,0%,9%
COc1ccc(-n2nc(C(=O)NCC(=O)NCCCN3CCN(C)CC3)c3ccccc3c2=O)cc1,-0.2%,-6,-6%,-3%,1%,?,-25%,-1%,-2,-1%,-14%
C=CCn1c(SCC(=O)Nc2ccccc2OC)nnc1-c1ccco1,0.4%,/,-2%,-2%,/,/,17%,-2%,-8,/,?
O=C(NCC(=O)N1CCN(c2ccccc2O)CC1)c1cccs1,-0.1%,13,/,/,-4%,24%,/,-3%,/,-4%,?
O=C1c2ccccc2C(=O)C1(CO)c1ccc(OC(F)F)cc1,-0.1%,?,/,0%,7%,4%,?,-7%,-11,-5%,?
Cn1cc(Br)c(C(=O)N2CCc3ccccc32)n1,0.0%,2,1%,3%,0%,18%,4%,-5%,0,-1%,-1%
CN(Cc1ccccc1)c1ncnc2sccc12,-0.3%,-16,/,-3%,16%,-29%,2%,-1%,0,-3%,-5%
CC(C)(C)C(=O)NC(=S)N1CCc2ccccc21,-0.2%,-15,5%,-2%,8%,-13%,0%,5%,-3,-10%,-6%
Cc1ccc(S(=O)(=O)N2CCC(C(=O)Nc3ccncc3)CC2)cc1,0.1%,2,/,/,-1%,-21%,/,1%,/,-7%,0%
COc1ccccc1NS(=O)(=O)c1cccc(NC(=O)NCCCl)c1,-0.7%,-18,4%,2%,3%,3%,/,-7%,-9,-2%,-2%
CC1CCN(c2nc3c(c(=O)[nH]c(=O)n3C)n2CCSc2nc3ccccc3o2)CC1,-0.1%,/,4%,-1%,/,/,19%,-19%,-1,/,-1%
CCn1cc(C(=O)NCCC(C)C)c(=O)c2cc(S(=O)(=O)N3CCCCC3)ccc21,-0.3%,-4,/,-4%,-9%,?,-1%,0%,0,-1%,3%
CCc1nc(SCC(=O)Nc2nnc(CC)s2)c2c(=O)n(C)c(=O)n(C)c2n1,-0.7%,-11,1%,5%,1%,-3%,/,-5%,/,1%,1%
O=C1CNC(=S)N1CCOc1ccccc1,-0.8%,-8,9%,-3%,2%,3%,/,3%,3,-3%,12%
Cc1noc(C)c1S(=O)(=O)NCc1ccc2c(c1)OCO2,0.0%,-7,18%,0%,-1%,-7%,0%[11.7 µM],-14%,0,6%,6%
COc1cc(C(=O)NCc2nnc(SCC(=O)Nc3c(C)cc(C)cc3C)o2)cc(OC)c1OC,0.1%,-12,/,0%,-2%,4%,/,1%,/,-3%,-1%
CCN(CC(=O)Nc1ccccc1C(F)(F)F)C(=O)c1cccc(S(=O)(=O)N2CCN(C)CC2)c1,0.0%,-12,/,/,6%,16%,/,3%,/,-9%,1%
O=C(CCS(=O)(=O)Cc1ccccc1)N1CCc2ccccc2C1,0.1%,11,3%,0%,1%,15%,-2%,0%,1,-10%,-4%
C=CCN1CCS(=O)(=O)N(Cc2ccccc2)[C@@H](C(C)C)C1=O,-0.4%,-6,/,/,-6%,11%,/,-2%,/,-1%,4%
CC(=O)Nc1cc(S(=O)(=O)C(F)(F)F)ccc1Cl,0.1%,5,9%,-1%,1%,-13%,?,8%,1,-7%,3%
Cc1ncc([N+](=O)[O-])n1Cc1cccc(F)c1,-0.1%,-16,/,1%,-1%,11%,0%,-8%,3,0%,3%
COc1ccc(CC(=O)Nc2nc(-c3cc(OC)ccc3OC)cs2)cc1,-1.1%,5,1%,0%,-6%,38%,?,-6%,-2,-3%,10%
O=C(Nc1cc(Br)ccc1O)c1cnn2c(C(F)F)cc(C3CC3)nc12,0.1%,-2,-4%,8%,-2%,?,-13%,3%,1,2%,?
CN(C)C(=O)c1cccc(-c2csc(N3CCC(C(N)=O)CC3)n2)c1,-0.2%&0.3%,2,/,/,18%,/,/,2%&1%,/,-4%,?
CCOC(=O)N1CCC(NC(=O)c2ccc3c(c2)N(Cc2ccccc2)CCS3)CC1,0.3%,13,-4%,0%,400%[activator],-1%,-16%,1%,4,-7%,?
C[C@@H](C(=O)Nc1ccc2ccccc2c1)[C@H]1C[C@]1(C)[C@H](NC(=O)OCc1ccccc1)c1ccccc1,-0.7%,4,-2%&-2%,/,0%,0%,-5%&-3%,-2%,-6&-3,-2%,1%
O=C(COC(=O)c1cncc(Br)c1)NCc1ccc(Cl)cc1,-0.1%,3,-5%,-1%,-1%,0%,/,-2%,2,0%,?
COc1ccc(S(=O)(=O)Nc2cccc(-c3ccc(N4CCCCCC4)nn3)c2)cc1OC,0.0%,-3,/,7%,-1%,-9%,/,-2%,/,-1%,-13%
COC(=O)c1c(C(=O)NCc2ccccc2)ncn1CC(O)COc1ccccc1 (centres undefined),0.5%,-6,8%,5%,1%,9%,2%,2%,7,-2%,-1%
Cc1ccc(N/C=C(/C#N)c2ccsc2)cc1,/,-19,3%,1%,-26%,16%,?,/,2,5%,/
COc1cccc(CNC(=O)c2cccc(NC(=O)CC3SC(N4CCCCC4)=NC3=O)c2)c1 (centres undefined),-1.4%,-8,/,/,4%,-8%,/,0%,/,-4%,-25%
COCc1c(C(=O)N/N=C\c2cccnc2)nnn1-c1nonc1N,0.5%,-14,2%,-1%,-1%,11%,6%,-13%,1,-4%,14%
COc1ccc(/C=C2\N=C(c3c(-c4ccccc4)noc3C)OC2=O)cc1OC,-0.4%,0,-1%,-4%,-1%,6%,21%,5%,-1,-2%,1%
CCN(C(=O)c1ccc2c(c1)OCO2)C1CCS(=O)(=O)C1 (centres undefined),0.1%,-23,/,/,1%,14%,/,-11%,/,0%,-2%
